Bioassay records: PubChem BioAssay, several laboratories
NALP1 yeast inh – NALP1 inflammasome inhibitors in reconstituted yeast, colorimetric, S. cerevisiae, triplicate retest | S. cerevisiae NALP1/ASC/caspase-1 growth, X-gal OD620, 72 h | inhibition, % at 10 µM | 280,000 tested, 0.61% active | AID 2071, 2009; in the data active means inhibition mostly above about 24%, no sharp cut-off; inactive means mostly below about 32%; further: some compounds called inactive have numbers as strong as hits
SUMO HTRF inh – inhibitors of in vitro SUMOylation cascade, primary screen, biochemical, HTRF, uHTS; SUMO-conjugating enzyme UBC9 (Homo sapiens), P63279; HTRF SUMOylation assay, SAE1/SAE2 + UBC9; inhibition, % at 35 µM; 290,000 tested, 0.36% active; AID 2006, 2009; in the data active means inhibition above about 50%, passing the limit was not always enough; further: strong numbers were not always called active
Target sequence (P63279 whole entry, looked up): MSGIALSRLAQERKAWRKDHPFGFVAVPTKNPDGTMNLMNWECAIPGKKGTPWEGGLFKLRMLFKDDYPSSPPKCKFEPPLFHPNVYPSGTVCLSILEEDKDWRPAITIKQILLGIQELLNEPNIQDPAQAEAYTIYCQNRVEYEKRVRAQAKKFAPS
MEKK3 PB1 HTS – modulators of MEKK3-MEK5 PB1 binding, primary screen, biochemical, wildtype MEKK3, multiplex bead flow cytometry, Alexa488-MEK5; binding response (% of control), % at 10 µM; Mitogen-activated protein kinase kinase kinase 3 (Homo sapiens), Q99759; 290,000 tested, 1.4% active; bead-based flow cytometry, Alexa488-MEK5 binding to MEKK3; actives lie on both sides; 0 = blocked by unlabeled MEK5, 100 = vehicle;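 active means binding response more than 3 SD above or below the average of its plate-row segment, actives on both sides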;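 further: Alexa488 bead fluorescence after subtracting the streptavidin-only scavenger bead signal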
Target sequence (Q99759 whole entry, looked up): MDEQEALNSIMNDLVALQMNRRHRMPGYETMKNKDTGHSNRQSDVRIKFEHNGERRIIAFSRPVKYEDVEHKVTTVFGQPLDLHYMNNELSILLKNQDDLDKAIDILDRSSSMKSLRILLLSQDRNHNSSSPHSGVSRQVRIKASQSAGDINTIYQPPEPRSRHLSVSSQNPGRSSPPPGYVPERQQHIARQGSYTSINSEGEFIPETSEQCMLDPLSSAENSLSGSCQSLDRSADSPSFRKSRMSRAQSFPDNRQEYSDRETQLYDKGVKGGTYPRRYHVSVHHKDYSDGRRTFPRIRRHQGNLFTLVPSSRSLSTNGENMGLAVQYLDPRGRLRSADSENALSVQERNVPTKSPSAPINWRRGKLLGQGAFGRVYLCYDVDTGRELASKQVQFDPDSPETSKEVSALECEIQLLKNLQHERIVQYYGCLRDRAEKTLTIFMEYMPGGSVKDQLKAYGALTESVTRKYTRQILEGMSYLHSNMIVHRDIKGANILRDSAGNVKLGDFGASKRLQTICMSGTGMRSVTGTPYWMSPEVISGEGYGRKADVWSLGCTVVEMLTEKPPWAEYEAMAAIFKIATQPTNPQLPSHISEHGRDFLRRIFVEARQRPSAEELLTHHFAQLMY
IDE cell activ – human IDE activators in live cells, primary screen, fluorescence polarization, HEK cells, FAbeta-B substrate | FAbeta-B cleavage; 0% vehicle, 100% cell-free pure enzyme wells | 340,000 tested, 0.073% active | Insulin-degrading enzyme (Homo sapiens), P14735 | activation, % at 5.96 µM | AID 493087, 2011;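 active means activation above the mean of all tested compounds plus 3 SD, set per screening campaign, cut at about 17% in these data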
PfM18AAP inh – PfM18AAP inhibitors, malaria aminopeptidase, primary screen, biochemical, QFRET, recombinant enzyme. M18 aspartyl aminopeptidase (Plasmodium falciparum 3D7). H-Glu-NHMec fluorogenic cleavage. inhibition, % at 7.35 µM. 290,000 tested, 1.2% active. AID 1822, 2009;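 active means inhibition above the campaign mean inhibition over all tested compounds plus 3 SD, cut at about 28% in these data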;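 further: 0% = plate median of test compound wells and 100% = 2 mM ZnCl2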
MEKK2 mut-MEK5 – MEK5 binding signal on mutant MEKK2 PB1, primary screen, biochemical, multiplex bead flow cytometry, Alexa488-MEK5; 290,000 tested, 0.35% active; AID 1530, 2009; percent response, % at 10 µM; Alexa488-MEK5 binding to MEKK2 mutant; in the data active means percent response above about 24%, passing the limit was not always enough; further: inactives centre near 1; some results filed as inactive read as strong as hits; reference of the scale not given here
IDE inh – human IDE inhibitors in live cells, primary screen, fluorescence polarization, HEK cells, FAbetaB substrate | FAbetaB cleavage | inhibition, % at 5.59 µM | 320,000 tested, 0.41% active | Insulin-degrading enzyme (Homo sapiens), P14735;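 active means percent inhibition above the average of all tested compounds plus 3 SD, set per screening campaign, cut at about 16% in these data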;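 further: IDE supplied by intact live HEK cells; FP after avidin binding of uncleaved biotin substrate so inhibition keeps polarization high; 0% = DMSO wells and 100% = 60 µM reference IDE inhibitor Ii1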
MEKK2wt PB1 HTS – modulators of MEK5 binding to wildtype MEKK2, primary screen, biochemical, multiplex bead flow cytometry, Alexa488-MEK5 | binding response (% of control), % at 10 µM | Mitogen-activated protein kinase kinase kinase 2 (Homo sapiens), Q9Y2U5 | 290,000 tested, 1.1% active | AID 1531, 2009 | Alexa488-MEK5 binding to MEKK2 WT; actives lie on both sides; in the data active means binding response below about 67% or above about 130%
pCIP destab – p/CIP-EGFP fusion destabilizers, primary screen, fluorescence, F442A cells. 16 h. decrease of EGFP signal, % at 10 µM. 290,000 tested, 0.01% active;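 active means EGFP signal decrease of at least 30% at 10 µM or well 3 SD below plate mean, unless failing retest; inactive means the rest, including hits failing retest or dose response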; further: some compounds called inactive have numbers as strong as hits; many of its hits are not listed in these tables
Numbers without * were called inactive; · = no result given; & = joins results of further samples. A portion of the library. The share of hits here may be higher or lower than overall.

#	mol	SUMO HTRF inh	pCIP destab	MEKK2 mut-MEK5	IDE inh	PfM18AAP inh	MEKK2wt PB1 HTS	NALP1 yeast inh	MEKK3 PB1 HTS	IDE cell activ
1	O=C(Cc1ccc(F)cc1)NCCc1cnc[nH]1	-16	0	4	0	-3	109	20	108	1
2	CCOc1cc(NC(=O)c2cccs2)c(OCC)cc1NC(=O)c1ccccn1	23	-4	-7	-7	0	101	6	103	-2
3	COC(=O)C1CCN(CCCOc2ccc(CN3CCN(c4ccc([N+](=O)[O-])cc4)CC3)cc2)CC1	4	4	30	6	3	141*	12	106	-1
4	c1ccc(-c2cc(-c3nc4ccccc4[nH]3)c3ccccc3n2)cc1	-19	-18	1	0	-2	106	26	99	4
5	C[C@H]1CC[C@H]2C(=O)N3[C@H](c4cccc(N5CCCC5=O)c4)[C@@H](C)CC[C@H]3C(=O)N2[C@@H]1c1cccc(N2CCCC2=O)c1	-12	-7	-5	2	4	92	9	102	·
6	Cc1ccnc(NS(=O)(=O)c2ccc(NC(=O)C34CC5CC(CC(C5)C3)C4)cc2)n1	14	-24	2	2	-3	108	3	105	-1
7	O=C(CSc1cccc[n+]1[O-])c1ccccc1Br	1	9	0	6	1	98	15	100	6
8	CCn1cc(S(=O)(=O)c2ccc(OC)cc2)c(=O)c2cc(F)c(N3CCN(C)CC3)cc21	13	-12	1	4	1	102	22	101	4
9	O=C(N/N=C/c1ccc(O)cc1O)C(=O)N/N=C/c1ccc(O)cc1O	95*	4	2	2	16	102	15	102	-7
10	COC(=O)c1sccc1-c1ccc(/C=N/OC(=O)c2ccccc2)o1	4	-62	-2	6	-6	92	-6	96	7
11	CS(=O)(=O)N(Cc1ccc(C(=O)NCCSCc2ccco2)cc1)c1ccccc1	12	-12	6	3	-18	105	-3	105	1
12	COc1cc(/C=N/N2C(=O)c3ccccc3C2=O)ccc1O	6	-8	1	6	7	102	23	93	4
13	COc1ccc(O)c(C=Nc2cc(C)on2)c1	12	-10	3	2	-8	102	-5	107	1
14	Fc1ccc(CSc2ncnc3c2oc2ccccc23)cc1	-13	7	2	-7	11	105	31	103	3
15	Cc1cccc(C(=O)O/N=C(\N)c2ccc(Cl)cc2)c1	-16	8	3	1	0	106	23	102	2
16	COC(=O)c1nc2ccccc2s1	4	-2	3	3	2	106	-3	114	-4
17	Cn1ncc([N+](=O)[O-])c1C(=O)NC1CCCCCC1	16	-12	2	·	7	102	5	103	3
18	Cc1cc(S(=O)(=O)N2CCN(C(=O)CCC(=O)N3CCOCC3)CC2)ccc1Br	-12	-2	-2	-2	-8	96	·	97	-2
19	C=CCc1ccccc1OCCSc1nc2ccc([N+](=O)[O-])cc2s1	-11	1	-3	1	-9	94	11	91	4
20	C/C(=N/NC(=O)c1ccncc1)c1c[nH]c2ccccc12	4	8	-12	0	-8	70	5	66	0
21	CCSc1nnc(NC(=O)COc2ccc(Cl)cc2)s1	-4	17	3	-3	-4	107	-1	101	1
22	CC(C)n1c(SCC(=O)Nc2ccc(F)cc2)nnc1C1CC1	10	-4	-4	-5	-9	99	2	102	5
23	CC(C)(C)c1ccc(C(=O)NCCc2ccccc2)cc1	-6	0	3	-6	-10	106	9	108	-2
24	Cc1nc(S/C(=C/c2ccc(-c3ccc(C(=O)O)cc3)o2)C(=O)O)n[nH]1	22	-2	-10	-1	22	94	6	93	1
25	COc1c(C)cc(Br)cc1C(=O)O	7	-10	-9	-1	6	95	20	85	1
26	Cc1ccccc1NC(=O)C(=O)N/N=C/c1cccc(Br)c1	-4	-10	-1	2	-16	96	22	93	-1
27	C=CCn1c(N)cc(=O)nc1SCC(=O)NC(C)c1ccccc1 (stereo not given)	-19	-4	7	-1	-4	107	34	100	1
28	O=C(Nc1cccc(Cl)c1)Nc1nnc(-c2ccncc2)s1	56*	-26	0	-3	1	104	28	127	3
29	COc1ccc(-c2csc(NC(=O)CSc3nc(SC)ns3)n2)cc1	-30	-5	-2	-1	-3	89	34	99	-3
30	CSCC[C@H](NC(=O)C1CCN(S(=O)(=O)c2ccc(C)cc2)CC1)C(=O)NCC1CCCO1 (stereo not given in full)	32	-1	-14	4	-6	67	26	63	5
31	O=C(Nc1cc(Cl)cc(Cl)c1)C(NCCO)c1ccccc1 (stereo not given)	-1	1	10	1	-3	118	6	116	-2
32	COc1ccc(/C=N\Nc2ccc([N+](=O)[O-])cc2)c(C(=O)O)c1OC	9	-1	7	7	13	99	11	101	1
33	Cc1ccc(OCC(O)CN2CCN(Cc3ccc4c(c3)OCO4)CC2)c(C)c1 (stereo not given)	2	8	2	-4	-2	103	9	103	4&2
34	COc1ccccc1C(=O)Nc1ccc2c3c(cccc13)CC2	11	-1	-2	1	3	95	30	95	1
35	CCOc1ccc(C)cc1S(=O)(=O)n1cnc2ccccc21	8	-10	1	2	-9	97	23	99	3
36	CCOC(=O)C(C(=O)OCC)N(C#N)c1nc(C)cc(C)n1	14	-12	-1	0	-2	98	23	94	0
37	COC(=O)CSc1nc(C)c(Oc2ccccc2)c(=O)[nH]1	18	-1	14	1	-5	119	4	114	-5
38	O=C1CN(C(=O)CSc2nnc(Nc3ccccc3)s2)c2ccccc2N1	11	-12	-1	1	-4	93	17	99	7
39	Cn1c(C(=O)O)c(CC(=O)NCc2cccnc2)c2ccccc21	24	-6	4	1	2	108	5	101	-3
40	Cc1ccccc1OCC(O)CN1CCN(c2ccccn2)CC1 (stereo not given)	3	-8	-4	-6	2	99	-10	103	1
41	Cn1c2ccccc2c(=O)c2c(=O)n(-c3ccccc3)c(C3CCCCC3)nc21	-15	-14	-2	3	0	90	29	96	3
42	Fc1cccc(CN2CCN(Cc3nc(CCc4ccccc4)no3)CC2)c1	5	0	6	-1	3	100	-9	99	0
43	Cn1cc[nH]c1=S	-32	-13	-2	·	14	102	11	98	-4
44	COc1cccc(CN2CCCC(C(=O)N3CCCCC3)C2)c1 (stereo not given)	6	2	11	0	5	108	6	111	6
45	COc1ccc(/C=N/NC(=O)C(C)n2nnc3ccccc32)cc1OC (stereo not given)	18	-20	5	0	6	106	-3	105	1
46	Cc1nc(NC(=S)Nc2ccccc2)sc1C	10	-2	-4	-2	-2	102	13	107	-2
47	CC1Cc2ccccc2N1CC(=O)NCc1ccc2c(c1)OCO2 (stereo not given)	-3	-7	1	7	5	93	28	103	8
48	CCN(CC)CCCN=Cc1c(-c2ccccc2)[nH]n(-c2nc3ccccc3s2)c1=O	34	5	3	-1	4	117	3	99	8
49	CCOC(=O)C1=C(N)Oc2cc(O)ccc2C1c1ccc(F)cc1F (stereo not given)	2	-17	7	3	9	107	-15	108	-2
50	CCOc1ccc2oc(C(=O)OCC(=O)NC(=O)NC3CCCC3)c(C)c2c1	14	9	-1	1	7	95	12	99	2
51	O=C(CC1CCC1)NC(c1ccccc1)c1ccccc1	16	-2	-2	5	3	99	10	99	0
52	O=C(OCC(=O)N1CCCc2ccccc21)c1cnc(Cl)c(Cl)c1	0	-7	0	-4	1	89	34	95	-1
53	Cc1nc2c(o1)CCc1ccccc1C2N1CCN(C)CC1 (stereo not given)	16&5	-7&-8	3&-3	-1&1	-7&-10	105&94	-1&9	106&99	10&2&0
54	Cc1c(OC(C)C(=O)NC(Cc2c[nH]c3ccc(O)cc23)C(=O)O)ccc2c1oc(=O)c1ccccc12 (stereo not given)	22	9	-1	4	18	103	-6	101	1
55	COc1ccc(CNC(=O)[C@H](C)NC(=O)C2CC(=O)N(c3ccc4c(c3)OCO4)C2)cc1 (stereo not given in full)	20	3	4	-5	-9	102	4	100	4
56	O=C(N/N=C/c1ccccn1)c1[nH]c2ccc([N+](=O)[O-])cc2c1-c1ccccc1	-84	28	-11	-7	8	60	8	62	-9
57	CCC(=O)N1CCN=C1SCc1c(F)cccc1Cl	11	-11	3	-9	-2	105	18	103	4
58	O=C(COC(=O)c1cc2c(s1)CCCC2)Nc1ccc(Cl)cn1	2	-26	5	1	0	99	36	98	-2
59	COC(=O)C1(Cc2ccccc2)NC(c2ccccc2C)C2C(=O)N(c3ccc4c(c3)OCO4)C(=O)C21 (stereo not given)	-11	-2	2	-1	2	98	3	88	0
60	CCN(CC#CCC(O)(c1ccccc1)C1CCCC1)C(C)C (stereo not given)	16	-6	1	-2	0	114	16	106	3
